Source: PubChem BioAssay (National Center for Advancing Translational Sciences (NCATS))
Mm-Cpn inhibitor – Inhibitors of TCP-1 ring complex (TRiC) of Methanococcus maripaludis (MmCpn): qHTS; Chaperonin Mm-Cpn (Methanococcus maripaludis); purified Mm-Cpn ATPase, ADP Transcreener TR-FRET; Potency, µM (series often up to 76.9 µM), for inactives: at the highest dose activity, negative = inhibition, usual class: inhibitors; actives 0.031% (n = 330,000); note: potency is the fitted concentration of half-maximal effect; % is set by controls: 0 for no effect and ±100 for the full control effect; nearly all actives have a fitted effect of over 80% in size
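Reaction buffer contained 30 mM Tris pH 7.4, 100 mM KCl, 5 mM MgCl2 and 1 mM DTT. Mm-CPN (25 nM final) hydrolysed 10 uM ATP over 30 min at 37°C; ADP was read by HTRF.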
CCT chaperon mod – High-Throughput Screening for Modulators of Cytosolic Chaperonin Activity; AID 651819, 2012; actives 0.3% (n = 360,000); purified chaperonin ATPase assay, HTRF ADP detection, 30 min; activity change, % (test concentration not listed), hits read low; in the data active = activity change below about -30%; note: % is set by controls: 0 for no effect and ±100 for the full control effect
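TRiC at 40 or 20 nM final (batch-dependent) in 30 mM Tris pH 7.4, 100 mM KCl, 5 mM MgCl2, 1 mM DTT, with compound at single 76 uM and 10 uM ATP, 30 min at 37 deg C. ADP detected by HTRF Transcreener, 665/615 ratio.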
Nrf2 inh – Nrf2 qHTS screen for inhibitors; A549 ARE-Fluc reporter, luciferase luminescence, 18-24 h; Potency, µM (top dose mostly 46 µM), for the others: at the top dose activity change, negative = inhibition, hits mostly inhibitors; actives 2.1% (n = 360,000); note: potency is the fitted concentration of half-maximal effect; % is set by controls: 0 for no effect and ±100 for the full control effect; nearly all actives have a fitted effect of over 60% in size
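In this cell-based qHTS, ARE-driven firefly luciferase in A549 cells reports Nrf2 activity; the luminescent signal after BugLite lysis is the measured value, with a prior CellTiter-Fluor read for cell health.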
A549 viability – Nrf2 qHTS screen for inhibitors: counterscreen for cytotoxicity; actives 0.16% (n = 390,000); AID 504648, 2011; A549 ARE-Fluc cells, CellTiter-Fluor viability, 18-24 h; Potency, µM (top dose mostly 46 µM), inactives show top-dose activity change, negative = cytotoxicity, actives largely listed as inhibitors; note: potency is the fitted concentration of half-maximal effect; % is set by controls: 0 for no effect and ±100 for the full control effect
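A549 ARE-Fluc cells in 5% FBS OPTI-MEM, 5000 cells/well, rested 2 h then exposed to compounds in concentration-response for 18-24 h at 37 °C. Viability by CellTiter-Fluor fluorescence (Ex 405/Em 525) after 30 min; luciferase luminescence (BugLite, 15 min, RT) read afterwards.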
Akt phos inh – HTS Assay for Inhibitors of Akt Phophorylation: Primary Screen. Neuro2A IGF-stimulated pAkt S473 HTRF, 20 min; hits give low values. activity change, % for hits at 50 µM. actives 0.32% (n = 360,000). AID 651550, 2012; in the data active = activity change below about -80%; inconclusive = mostly about -51% to -80%; note: % is set by controls: 0 for no effect and ±100 for the full control effect
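Neuro2A cells in DMEM with 0.5% FBS, overnight at 37 deg C, given compound at single 50 µM final, then IGF (6 nM final) for 20 min at 37 deg C. Lysed; phospho-Akt Ser473 by HTRF after 24 h, 665/615 ratio.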
Nrf2 activator – qHTS of Nrf2 Activators; Potency, µM (top dose mostly 46.1 µM), without a hit: at the top dose activation, usual class: activators; AID 624171, 2012; actives 0.31% (n = 410,000); AREc32 ARE-luciferase reporter (MCF7-derived line), luminescence, 24 h; note: potency is the fitted concentration of half-maximal effect; % of control where 0% means no effect; nearly all actives have a fitted effect of over 65% in size
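For detection, Steady-Glo was added and plates sat 30 min at RT; before that, AREc32_Fluc cells grown overnight in OPTI-MEM/5% FBS had been treated with 23 nL compound for 24 hr at 37 deg C.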
ATXN viability – Viability Counterscreen for Primary qHTS for Inhibitors of ATXN expression; Potency, µM (series often up to 56.7 µM), usual class: cytotoxic; AID 651635, 2014; actives 0.49% (n = 400,000); S2 cells (HEK-293 line with an ATXN2-luciferase reporter) viability, CellTiter-Fluor protease fluorescence, 24 h; note: potency is the fitted concentration of half-maximal effect; nearly all actives have a fitted effect of over 40% in size
HepG2 tox – qHTS for Inhibitors of TGF-b: Cytotox Counterscreen; HepG2 CAGA-GFP viability, ATP luminescence, 18 h; Potency, µM (highest dose often 46.1 µM), for inactives: at the highest dose activity change, negative = cytotoxicity, usual class: cytotoxic; actives 0.76% (n = 410,000); note: potency is the fitted concentration of half-maximal effect; some results filed as inactive show a strong effect at the top dose
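CellTiter-Glo luminescence gave cytotoxicity after 18 hours at 37 degrees C. The cells were HepG2 CAGA-GFP in 1% FBS DMEM, stimulated with 500 pg/mL TGF-beta after compound addition. %Activity was normalised to no-cell wells (complete cell-killing) and DMSO (no toxicity), and curves were fitted and classified.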
TGFb SMAD3 inh – qHTS for Inhibitors of TGF-b; HepG2 CAGA-GFP TGF-b/SMAD3 reporter, GFP fluorescence, 18 h; TGF-beta stimulated, 500 pg/mL final; Potency, µM (series often up to 46.1 µM), for the others: top-dose activity, negative = inhibition, actives largely listed as inhibitors; actives 1.2% (n = 410,000); AID 588855, 2011; note: potency is the fitted concentration of half-maximal effect; % is set by controls: 0 for no effect and ±100 for the full control effect; nearly all actives have a fitted effect of over 65% in size
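GFP signal (ex488/em500-530) from TGF-beta-stimulated HEPG2 CAGA-GFP cells, 500 pg/mL final, 18 h at 37 degrees C in DMEM plus 1% FBS, normalized to unstimulated and DMSO-stimulated controls.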
* marks the source's active call; other numbers are inactive results; i = inactive; u = inconclusive; x = not tested or not shown; [ ] = another dose, or the depositor's remark. Unless noted, calls come from the whole dose curve; as a rule, active = well fitted curve in the direction sought with a large enough effect; inconclusive = small, poorly fitted or top-dose-only effect, or another doubt; inactive = no such curve, though single readings can be large; an effect the other way counts as inactive or inconclusive.

The opening 5 records, to show the layout:
SMILES	Mm-Cpn inhibitor	CCT chaperon mod	Nrf2 inh	A549 viability	Akt phos inh	Nrf2 activator	ATXN viability	HepG2 tox	TGFb SMAD3 inh
COc1ccc(NC(=O)c2nnn(Cc3nc(-c4cc(OC)c(OC)c(OC)c4)oc3C)c2C)cc1Cl	x	x	-20%	6%	x	-1.0%	i	-20%	18%
CC[C@@]1(C(=O)OC)N[C@H](CN(C)C(C)=O)[C@@H]2C(=O)N(C)C(=O)[C@@H]21	-1%	-1.7	-1%	-3%	i	0.0%	i	1%	3%
CC(c1ccccc1F)n1cc(C(=O)NCCCn2ccnc2)nn1 (stereo unspecified)	-1%	-4.4	x	16%	i	0.4%	i	10%	18%
CC(=O)c1cccc(Nc2ccc(Br)cc2)c1	x	0.0	x	x	i	3.4%	i	-5%	-26%
Cc1ccccc1NC1C=CS(=O)(=O)C1 (stereo unspecified)	-1%	-2.2	-3%	1%	i	5.2%	i	0%	7%

Results, previewed entries included:
SMILES	Mm-Cpn inhibitor	CCT chaperon mod	Nrf2 inh	A549 viability	Akt phos inh	Nrf2 activator	ATXN viability	HepG2 tox	TGFb SMAD3 inh
COc1ccc(NC(=O)c2nnn(Cc3nc(-c4cc(OC)c(OC)c(OC)c4)oc3C)c2C)cc1Cl	x	x	-20%	6%	x	-1.0%	i	-20%	18%
CC[C@@]1(C(=O)OC)N[C@H](CN(C)C(C)=O)[C@@H]2C(=O)N(C)C(=O)[C@@H]21	-1%	-1.7	-1%	-3%	i	0.0%	i	1%	3%
CC(c1ccccc1F)n1cc(C(=O)NCCCn2ccnc2)nn1 (stereo unspecified)	-1%	-4.4	x	16%	i	0.4%	i	10%	18%
CC(=O)c1cccc(Nc2ccc(Br)cc2)c1	x	0.0	x	x	i	3.4%	i	-5%	-26%
Cc1ccccc1NC1C=CS(=O)(=O)C1 (stereo unspecified)	-1%	-2.2	-3%	1%	i	5.2%	i	0%	7%
COc1ccc(NS(=O)(=O)c2ccc(OCC(=O)N3CCCC3)cc2)cc1	0%	-0.7	-13%	-7%	u	-0.6%	u	0%	-29%
Fc1ccc(-c2nnc3ccccn23)cc1	3%	1.6	6%	1%	i	-0.8%	i	12%	2%
CC(=O)NC12CC3CC(C1)CC(C(=O)N1CCN(S(=O)(=O)c4cccc(C(F)(F)F)c4)CC1)(C3)C2	1%	3.0	4%	12%	i	6.9%	i	1%	-15%
OCC1(Cc2cccc(Cl)c2)CCCN(Cc2cn[nH]c2C2CCCCC2)C1 (stereo unspecified)	0%	-1.1	5%	3%	i	4.4%	i	-94%	u
O=C(NC1CCCC1)C1c2ccccc2OCC(=O)N1Cc1ccccn1 (stereo unspecified)	x	0.3	x	x	i	0.3%	i	x	x
CC(NC(=O)NCc1cccnc1)(C(F)(F)F)C(F)(F)F	1%	-1.2	9%	-5%	i	0.2%	i	10%	-3%
COc1ccc(OC)c(/C=C/C(=O)Nc2cccc(S(=O)(=O)N3CCCC3)c2)c1	-22%	-0.2	13µM*	16%	i	-0.9%	i	6%	-15%
CSc1nnc(Cn2c(=O)sc3ccccc32)n1C	1%	-0.1	12%	6%	i	-0.2%	i	0%	24%
N/C(=N/S(=O)(=O)c1ccccc1)c1cccc([N+](=O)[O-])c1	-12%	-0.4	-18%	-4%	i	3.2%	i	6%	-20%
O=C(CN1C(=O)c2ccccc2C1=O)NCC1COc2ccccc2O1 (stereo unspecified)	1%	-4.0	-8%	-1%	i	-0.3%	i	7%	4%
CCNc1nc(N)c(C(=O)C23CC4CC(CC(C4)C2)C3)s1	1%	-0.8	u	-6%	i	-0.7%	x	-29%	-12%
Cc1ccc(S(=O)(=O)N2CCC(C(=O)N[C@H](C(=O)NCc3ccco3)C(C)C)CC2)cc1	1%	-2.5	5%	x	i	-0.1%	i	5%	4%
O=C(NCCCN1CCN(c2ccccc2F)CC1)C1COc2ccccc2C1 (stereo unspecified)	x	x	x	13%	x	6.0%	i	-27%	-5%
CC(C)Cn1nnc2c(=O)oc3ccccc3c21	0%	-2.6	-8%	2%	i	0.4%	u	-10%	-14%
CCOC(=O)Cc1csc(NS(=O)(=O)c2ccc3ccccc3c2)n1	0%	-0.9	16%	-7%	i	0.1%	i	2%	5%
CCNC(=O)C1(C)CCN(C(=O)c2cc(F)cc(F)c2)C1 (stereo unspecified)	x	0.7	x	x	i	-0.3%[9.22 µM]	i	3%	24%
CCn1nnnc1SCC(=O)c1cc(Cl)ccc1OC	-7%	-9.6	16%	-4%	i	u	i	-51%	-4%
CCc1cc(=O)oc2cc(OCC(=O)NCCCN3CCCC3=O)c(Cl)cc12	3%	0.7	-10%	5%	i	-0.2%	i	11%	14%
CC1(c2ccccc2)NC(=O)N(CC(=O)N2CCN(S(=O)(=O)c3c(F)cccc3F)CC2)C1=O (stereo unspecified)	0%	1.1	6%	7%	i	-0.8%	i	-16%	-24%
CCOC(=O)c1c(C)[nH]c(C(=O)OC(C)C(=O)NC2(C#N)CCCCC2)c1C (stereo unspecified)	x	-1.5	x	x	i	-0.5%	i	4%	-1%
CCCCN(C(=O)Cc1coc2cc(C)c(C)cc12)c1c(N)n(Cc2ccccc2)c(=O)[nH]c1=O	2%	-0.3	-8%	-9%	i	0.4%	i	0%	2%
COc1ccc(-c2cc3nc(C)c(CCC(=O)NCc4ccco4)c(C)n3n2)c(OC)c1	-4%	-1.1	-19%	-6%	i	0.4%	i	-2%	3%
CC(C)Cn1nc(C(=O)Nc2nnc(C3CC3)s2)c2ccccc2c1=O	0%	-4.1	u	7%	i	-0.3%	i	-38%	4%
O=C1CSC(c2ccccn2)N1c1ccccc1F (stereo unspecified)	-6%	-1.7	-11%	-8%	i	-0.7%	i	-2%	-2%
CCn1c(/C=C/N(C)c2ccccc2)[n+](CC)c2ccc(Cl)cc21	0%	3.3	u	-5%	i	0.2%	u	-29%	u
Cc1cc(C)c(NC(=O)COc2ccc(-n3cnnn3)cc2)c(C)c1	-2%	-0.6	6%	-2%	i	1.3%	i	15%	4%
O=C(Nc1ncc(Cc2cccc([N+](=O)[O-])c2)s1)c1ccco1	4%	-2.5	u	-5%	i	23%	i	-33%	-4%
O=C1CCC(C(=O)N(CCO)Cc2ccccc2)CN1CCc1cccc(F)c1 (stereo unspecified)	x	-0.6	x	x	i	0.3%	i	7%	-1%
CCN1C(=O)CSC1=Nc1ccccc1Cl	4%	3.3	-5%	6%	i	-0.3%	u	-3%	12%
Cc1csc(=O)n1CC(=O)OCC(=O)NC(C)c1ccc(F)cc1 (stereo unspecified)	1%	0.3	5%	0%	i	-0.8%	i	-4%	-2%
O=C(COc1ccc2c3c(c(=O)oc2c1)CCC3)N1CCN(c2ccc(F)cc2)CC1	1%	2.3	23µM*	-3%	i	3.4%	i	-11%	u
O=C(Nc1cc(Cl)ccc1Cl)c1cc([N+](=O)[O-])cc(Br)c1O	x	x	u	-20%	x	x	x	-44%	u
N#Cc1c(NC(=S)NC(=O)c2ccccc2)sc2c1CCC2	-2%	0.3	u	-1%	i	3.5%[9.22 µM]	i	-8%	-29%
Cc1c(Cl)cccc1NC(=O)CCC(=O)c1cccs1	2%	0.3	9%	3%	i	11%	i	1%	-17%
COc1ccc(CC(=O)NCC(c2cccs2)S(=O)(=O)c2ccc(F)cc2)cc1 (stereo unspecified)	x	x	x	1%	x	2.1%	i	-3%	-19%
CCCCCC(=O)N1C[C@H](n2cc(-c3ccc(F)cc3)nn2)[C@@H](O)C[C@@H]1c1ccc(C)cc1	x	0.0	x	x	i	-0.7%	u	-78%	u
O=C(COC(=O)/C=C/c1ccccc1)NC1CCCCCC1	0%	-1.1	6%	0%	i	0.1%	i	-7%	16%
Cc1cccc(NC(=O)c2ccc(Cl)c(S(=O)(=O)N3CCCCC3)c2)n1	0%	-1.6	u	-7%	i	0.6%	u	0%	-14%
COC(=O)c1cc(Br)c(=O)n(CC(C)C)c1	-5%	-1.0	-5%	-5%	i	0.2%	i	-21%	-28%
COC(=O)c1[nH]c2ccccc2c1NC(=O)c1c(F)cccc1F	0%	-0.4	1%	4%	i	0.2%	i	-28%	-21%
CCn1cc(C(=O)NCCCN2CCN(C)CC2)c(=O)c2cc(S(=O)(=O)N3CCc4ccccc4C3)ccc21	1%	0.9	5%	1%	i	0.3%	i	-16%	-4%
COc1ccc2cc(C(=O)N3CCN(Cc4ccc5c(c4)OCO5)CC3)[nH]c2c1	0%	0.8	21µM*	-26%	i	3.0%	i	-5%	u

Profiles, looked up by structure. Screens in order: Mm-Cpn inhibitor	CCT chaperon mod	Nrf2 inh	A549 viability	Akt phos inh	Nrf2 activator	ATXN viability	HepG2 tox	TGFb SMAD3 inh
CC(NC(=O)NCc1cccnc1)(C(F)(F)F)C(F)(F)F is listed with 1%	-1.2	9%	-5%	i	0.2%	i	10%	-3%
CCNc1nc(N)c(C(=O)C23CC4CC(CC(C4)C2)C3)s1 is listed with 1%	-0.8	u	-6%	i	-0.7%	x	-29%	-12%
